High-throughput results as filed in PubChem.
PKM2 activator = qHTS Assay for Activators of Human Muscle isoform 2 Pyruvate Kinase. Pyruvate kinase PKM (Homo sapiens), P14618. purified PKM2, Kinase-Glo ATP luminescence, activation; response scale: 0% is enzyme alone, no compound. Potency, µM (doses to about 57.5 µM), without a hit: at the top dose activation, most hits filed as activators. 260,000 compounds, 0.34% hits; further: potency means the concentration at half of the fitted maximal effect; on the % scale 0 is the no-effect control and ±100 the full control effect; nearly all actives have a fitted effect of over 55% in size
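ATP formation by purified human PK-M2, quantified via coupled luciferase luminescence after 1 h at room temperature with 0.1 mM ADP and 0.5 mM PEP final.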
GALK inh = qHTS Assay for Inhibitors of Human Galactokinase (GALK); P51570; Purified GALK, Kinase-Glo residual ATP luminescence; Potency, µM (series often up to 57.5 µM), for the others: top-dose activity change, negative = inhibition, actives largely listed as inhibitors; 270,000 compounds, 0.007% hits; further: potency means the concentration at half of the fitted maximal effect; on the % scale 0 is the no-effect control and ±100 the full control effect
Target sequence (P51570 whole entry, looked up): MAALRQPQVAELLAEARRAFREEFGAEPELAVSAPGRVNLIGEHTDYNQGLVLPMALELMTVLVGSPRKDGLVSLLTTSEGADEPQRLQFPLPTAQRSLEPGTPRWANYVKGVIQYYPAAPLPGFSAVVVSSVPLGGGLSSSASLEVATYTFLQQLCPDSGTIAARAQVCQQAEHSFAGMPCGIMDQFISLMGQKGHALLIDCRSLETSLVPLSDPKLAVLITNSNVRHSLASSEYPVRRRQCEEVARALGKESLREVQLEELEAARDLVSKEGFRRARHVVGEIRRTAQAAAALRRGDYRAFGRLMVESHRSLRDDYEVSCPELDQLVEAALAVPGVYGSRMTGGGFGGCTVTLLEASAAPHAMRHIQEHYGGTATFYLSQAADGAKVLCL
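GALK at 5 nM final was combined with compound, 35 uM ATP and 100 uM galactose in HEPES pH8.0 with MgCl2 and DTT. The reaction ran one hour at room temperature before luminescent ATP detection.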
BCR signal inh = qHTS Assay to Find Inhibitors of Chronic Active B-Cell Receptor Signaling. Potency, µM (titrated, usually from 46.1 µM), inactives show at the top dose ratio change, negative = lower green/red ratio, most hits filed as inhibitors. ABC-DLBCL IkBa-CBG/CBR reporter, luminescence ratio, 4 h. 340,000 compounds, 0.05% hits; active means well fitted inhibition curve with a large enough effect in the signal ratio, with a control signal flat, not every such curve was filed as active; inconclusive means small, poorly fitted or top-dose-only effect, or effect the other way, or a change in a side signal; the % refers to the signal ratio;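 further: potency means the concentration at half of the fitted maximal effect; plate controls were basal doxycycline-induced cells for no effect and cells given 10 µM MG132 for full effect; MG132 reads +100%, hits lower the ratio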
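Compounds up to 46 uM were incubated four hours with TMD8 cells whose green CBG68 luciferase is fused to IkappaBalpha; red CBR luminescence normalised the signal, and concentration-effect curves were fitted to fusion, red and ratio data.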
Tb PFK inh = qHTS Assay to Find Inhibitors of T. brucei phosphofructokinase; T. brucei PFK, ADP-Glo luminescence; Potency, µM (titrated, usually from 57.5 µM), for the others: top-dose activity, negative = inhibition, actives largely listed as inhibitors; 330,000 compounds, 0.17% hits; AID 485367, 2010;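 further: potency means the concentration at half of the fitted maximal effect; 0% = uninhibited 1x PFK enzyme wells and -100% = no-enzyme wells; nearly all actives have a fitted effect of over 60% in size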
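PFK 1.25 nM, F6P 0.5 mM, ATP 0.1 mM, 0.1 M TEA pH 8.0, 5 mM MgCl2, 0.01% Tween20, 0.1% BSA; 45 min RT. ADP-Glo readout. qHTS titration up to 57 uM; curves fitted, compounds curve-classed.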
B2AR arrestin = qHTS assay of beta-arrestin-biased ligands of beta2-adrenergic receptor. Potency, µM (titrated, usually from 46.1 µM), inactives show top-dose activation, usual class: activators. beta-arrestin recruitment to beta2AR, cell-based reporter. Beta-2 adrenergic receptor (Homo sapiens), P07550. 330,000 compounds, 0.02% hits. AID 492947, 2010;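 further: potency means the concentration at half of the fitted maximal effect; 0% = DMSO controls and full agonism = EC100 isoproterenol or metaproterenol; nearly all actives have a fitted effect of over 65% in size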
Menin-MLL TR inh = qHTS Assay for Inhibitors Targeting the Menin-MLL Interaction in MLL Related Leukemias: Competition With Texas Red Labeled MLL-derived Mutant Peptide | Potency, µM (doses to about 61.6 µM), for the others: top-dose FP activity change, negative = inhibition, hits mostly inhibitors | 270,000 compounds, 0.23% hits | Menin + Texas Red MLL mutant peptide, fluorescence polarization | O00255; active means well fitted inhibition curve with a large enough effect in the polarisation, with a control signal flat, not every such curve was filed as active; inconclusive means small, poorly fitted or top-dose-only effect, or effect the other way, or a change in a side signal; inactive means no such curve, though single readings can be large or run the other way; the % refers to the polarisation; further: potency means the concentration at half of the fitted maximal effect; % of control where 0% means no effect; many of its hits are not listed in these tables
Target sequence (O00255 whole entry, looked up): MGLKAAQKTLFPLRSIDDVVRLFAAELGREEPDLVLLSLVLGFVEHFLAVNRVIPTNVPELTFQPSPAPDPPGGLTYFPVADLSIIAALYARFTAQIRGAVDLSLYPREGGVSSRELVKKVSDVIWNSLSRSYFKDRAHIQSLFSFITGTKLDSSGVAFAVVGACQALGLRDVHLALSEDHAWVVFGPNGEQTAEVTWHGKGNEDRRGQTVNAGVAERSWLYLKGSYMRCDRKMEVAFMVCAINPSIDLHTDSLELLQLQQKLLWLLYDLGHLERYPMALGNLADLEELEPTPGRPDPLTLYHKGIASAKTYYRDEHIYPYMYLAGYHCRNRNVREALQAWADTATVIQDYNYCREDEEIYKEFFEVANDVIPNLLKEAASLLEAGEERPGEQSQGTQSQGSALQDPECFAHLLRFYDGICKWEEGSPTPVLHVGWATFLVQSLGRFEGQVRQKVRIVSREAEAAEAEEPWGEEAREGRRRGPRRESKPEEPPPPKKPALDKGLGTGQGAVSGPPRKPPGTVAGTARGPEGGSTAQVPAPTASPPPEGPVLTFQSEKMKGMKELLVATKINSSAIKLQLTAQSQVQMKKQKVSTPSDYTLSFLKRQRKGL
TSG101-PTAP inh = qHTS Assay for Iinhibitors of HIV-1 Budding by Blocking the Interaction of PTAP/TSG101; 340,000 tested, under 10 active; Potency, µM (titrated, usually from 115 µM), for the others: at the highest dose activity change, negative = inhibition, usual class: inhibitors; Tumor susceptibility gene 101 protein (Homo sapiens), Q99816; AID 493005, 2010; Fluorescence polarization, FITC-PTAP peptide / Tsg101 binding; active means well fitted inhibition curve with a large enough effect in the main read-out, with a control signal flat, not every such curve was filed as active; inconclusive means small, poorly fitted or top-dose-only effect, or effect the other way, or a change in a side signal; inactive means no such curve, though single readings can be large or run the other way; further: potency means the concentration at half of the fitted maximal effect; % of control where 0% means no effect
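Tsg101 binding domain (10 uM final) was mixed with compound and a FITC-labeled PTAP peptide (50 nM final) in HEPES pH 7.5 buffer with NaCl, Tween 20, EDTA and TCEP; fluorescence polarization was read after 20 min at r.t.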
a7 integrin act = qHTS for Activators of Integrin-Mediated Alleviation for Muscular Dystrophy. alpha7betagal myoblasts, beta-gal FDG fluorescence, 48 h. Potency, µM (doses to about 38.3 µM), inactives show top-dose activation, most hits filed as activators. 350,000 compounds, 0.064% hits. AID 624291, 2012;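 further: potency means the concentration at half of the fitted maximal effect; 100% = response of the positive control SU9516; nearly all actives have a fitted effect of over 60% in size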
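alpha7betagal+/- myoblasts (passage 13, 250/well) treated 48 h at 37C with compounds at 1:260 dilution of DMSO stock. Lysed, then beta-galactosidase activity read as FDG fluorescence (ex 480/em 540) after 30 min, with pre-read for autofluorescence.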
S-ASM inh = Inhibitors of Secretory Acid Sphingomyelinase (S-ASM): qHTS; placental ASM, HMU-PC fluorogenic substrate, 60 min; Potency, µM (titrated, usually from 57.5 µM), without a hit: at the highest dose activity change, negative = inhibition, actives largely listed as inhibitors; 340,000 compounds, 0.006% hits; AID 504937, 2011; further: potency means the concentration at half of the fitted maximal effect
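Steps: dispense placental human ASM, pin compound, wait 10 min at room temperature, add HMU-PC0 substrate at 9 uM final, incubate 60 min at 37 °C, add stop solution raising pH to 10, read fluorescence.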
Coupling enz = qHTS Assay for Inhibitors of Fructose-1,6-bisphosphate Aldolase from Giardia Lamblia: Coupling assay counterscreen. coupling enzyme system counterscreen, AmpLite Red fluorescence. activity change, negative = inhibition, % at 58.2 µM, hits read low. 290,000 compounds, 0.67% hits; in the data active means activity change below about -30%; further: on the % scale 0 is the no-effect control and ±100 the full control effect
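Fluorescence at 525 nm excitation and 598 nm emission measured inhibition of the coupled detection system without aldolase. Compounds (at 57.5 uM final) were preincubated 10 min at room temperature with coupling enzyme reagent before a 20 min substrate/AmpLite Red step.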
Giardia killer = Small Molecules that selectively kill Giardia lamblia: qHTS; Giardia lamblia trophozoite viability; activity change, % at 7.66 µM, hits read low; 340,000 compounds, 0.15% hits; in the data active means activity change below about -80%; inconclusive means between about -30% and that limit;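 further: parasites exposed to compound for two days anaerobically before the ATP read; on the % scale 0 is the no-effect control and ±100 the full control effect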
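Killing of trophozoites was scored by loss of ATP luminescence after a 48 hrs anaerobic exposure to compounds at 37 deg C, using 100 cells per well.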
Numbers without * were called inactive; ? = inconclusive; nt = no result given; [ ] = remark or other dose. Unless noted, the call rests on the fitted dose curve; in most records, active means well fitted curve in the direction sought with a large enough effect; inconclusive means small, poorly fitted or top-dose-only effect, or another doubt; inactive means no such curve, though single readings can be large; an effect the other way counts as inactive or inconclusive. The list is partial; rates above refer to the full screens.

SMILES | PKM2 activator | GALK inh | BCR signal inh | Tb PFK inh | B2AR arrestin | Menin-MLL TR inh | TSG101-PTAP inh | a7 integrin act | S-ASM inh | Coupling enz | Giardia killer
Cc1sc2nc(SCc3nc(-c4cccs4)no3)n(-c3ccccc3)c(=O)c2c1C | 0% | 0% | 6% | -2% | 0.5% | ? | -1% | 2% | -11% | -2 | 2
Cc1ccc(-n2cccc2/C=C2/C(=N)N3C(=NC2=O)SN=C3S(C)(=O)=O)cc1Cl | 1% | -8% | ? | -9% | 0.0% | 15% | 0% | 16% | 6% | 14 | 6
CCOc1ccccc1NC(=O)C1CCCN(S(C)(=O)=O)C1 (stereo not drawn) | -2% | -1% | -2% | 3% | -0.1% | 6% | 1% | 0% | 0% | 1 | -8
CC(C)(C)Sc1ccccc1S(=O)(=O)C(C)(C)C | 0% | -4% | 5% | 3% | -1.1% | nt | -1% | 18% | 1% | 4 | -4
Cc1cc(-n2nnc3ccccc32)nc2ccccc12 | 9% | 1% | 0% | 15% | 0.0% | 1% | -3% | 12% | -8% | -6 | 20
Cc1cc(OCC(=O)C(C)(C)C)c2c(-c3ccccc3)cc(=O)oc2c1 | nt | -5% | 0% | 0% | 0.3% | 1% | -6% | -5% | -1% | 6 | -17
CC(OC(=O)CCCc1nc2ccccc2s1)C(N)=O (stereo not drawn) | -4% | 1% | 9% | 0% | 0.0% | nt | -3% | 11% | -2% | 0 | 10
CC(C)c1ccc(N(CC(=O)NCCCN2CCOCC2)S(=O)(=O)c2ccccc2)cc1 | nt | nt | -1% | -3% | 0.0% | nt | -3% | -5% | 0% | nt | -10
COc1ccc(OC(=O)COc2ccc(C)cc2)cc1 | 4% | 6% | 8% | -3% | -0.2% | 9% | -4% | -8% | 4% | -6 | 4
CC(=O)Nc1ccc(C(=O)NCCCOC(C)C)cc1 | -1% | -1% | 2% | 0% | 2.6% | -1% | -2% | 5% | 3% | 1 | -2
CC(C)CN1CCN(C2CCN(C(C)C)CC2)C(CCO)C1 (stereo not drawn) | 1% | 1% | ? | -1% | 0.2% | 12% | nt | nt | nt | -1 | nt
C=CCn1c(=O)c2c(C)c(C)sc2n2c(Nc3ccc(OC)cc3)nnc12 | 6% | 9% | ? | 0% | 0.1% | -1% | -12% | -12% | -10% | 6 | -2
O=C(COc1ccc(F)cc1)Nc1c(C(=O)N2CCC(N3CCCCC3)CC2)oc2ccccc12 | nt | -8% | 0% | 1% | -1.0% | nt | 2% | -41% | 4% | nt | 27
O=C(O)CC(SCC(=O)Nc1ccc(Cl)c(S(=O)(=O)N2CCOCC2)c1)C(=O)O (stereo not drawn) | -2% | 0% | ? | -14% | 0.2% | nt | -7% | -1% | 0% | 1 | -14
Cc1ccc(S(=O)(=O)N2CCCCC2C(=O)O)s1 (stereo not drawn) | 13% | 3% | 2% | -5% | 0.0% | -10% | -4% | ? | 3% | 2 | 17
COc1ccc(S(=O)(=O)N2CCC(C(=O)Nc3cc(Cl)ccc3N3CCOCC3)CC2)cc1OC | nt | nt | -13% | 2% | 0.4% | nt | 1% | -24% | -3% | nt | -13
CCOc1cc(/C=N/O)cc(Br)c1OC | 3% | 5% | 0% | 0% | 0.5% | 6% | -5% | -8% | 1% | -1 | -3
NC(=O)CC(NC(=O)c1ccc(Br)cc1)c1ccc(N2CCCCCCC2)c([N+](=O)[O-])c1 (stereo not drawn) | 28% | nt | ? | 1% | -0.8% | 60%[activator] | -1% | -28% | -10% | 0 | 45[activator]
Fc1ccc(-n2cc(-c3ccccc3)c3c(=S)nc[nH]c32)cc1 | 2%[0.46 µM] | 8% | -7% | -3% | 0.3% | 34%[activator] | -3% | 0% | -3% | 2 | -14
Oc1[nH]c2ccccc2c1C=Nc1ccccc1 | -8% | -6% | ? | 0% | -0.9% | nt | -4% | 14% | 6% | -1 | 8
CN1C(=O)/C(=C/c2ccc(OCc3ccccc3F)cc2)NC1=S | nt | 3% | ? | -2% | -0.5% | -26% | -6% | 6% | -1% | 2 | -4
COc1ccc(N/C(N)=N/c2nc(CSc3nnc(C)s3)cc(=O)[nH]2)cc1 | 7% | 0% | ? | 0% | 0.3% | -13% | -3% | -19% | -3% | -3 | -1
Cc1nc(C)c(C(=O)N2CCCC(C(=O)c3cc(F)ccc3F)C2)s1 (stereo not drawn) | -2% | 1% | 2% | -15% | -0.6% | -13% | -1% | 0% | 0% | 2 | 15
COc1ccc(-n2c(SCCC#N)nnc2-c2cc(Cl)ccc2OC)cc1Cl | -2% | 7% | ? | 4% | -0.3% | -3% | -2% | -25% | 1% | 3 | -6
CC(C)Cn1c(N)c(C(=O)COC(=O)[C@@H]2CCCN2C(=O)c2cccs2)c(=O)n(C)c1=O | -3% | -4% | -4% | 1% | -0.2% | -1% | -3% | 0% | 3% | 1 | 2
Cc1cc(C(=O)O/N=C(\N)c2ccc(C(C)(C)C)cc2)no1 | -10% | -1% | -1% | -4% | 0.3% | nt | 2% | 3% | 46%[activator] | 0 | 8
COc1ccc(CN2CCNC(=O)C2CC(=O)N(C)Cc2ccon2)c(OC)c1 (stereo not drawn) | 2% | -1% | 0% | -7% | 0.3% | -2% | -4% | -11% | 4% | -1 | 5
CC(=O)Nc1ccc(OCCCNC(=O)c2c(-c3ccccc3)noc2C)cc1 | 4% | -3% | ? | -2% | -0.6% | nt | 1% | -6% | 4% | 4 | 0
O=C(NC(NC(=S)Nc1ccc(Cl)c(Cl)c1)C(Cl)(Cl)Cl)c1ccco1 (stereo not drawn) | -4% | -3% | ? | -4% | -0.5% | nt | 0% | -22% | -12% | 0 | 5
O=C(CSc1nnc(-c2ccncc2)n1-c1ccc(Cl)cc1)NCc1cccs1 | -1% | nt | 3% | 1% | -0.1% | -10% | -4% | -3% | -1% | 5 | 22
COc1ccc(S(=O)(=O)NC2CCCCC2)cc1-n1cnnn1 | -3% | 2% | 18% | 0% | 0.3% | 12% | -2% | -19% | -2% | 0 | 12
CC(C)c1ccc(/C=N/N2CCCCC2)cc1 | -5% | 10% | 3% | -6% | 0.1% | -13% | 1% | -17% | -4% | -5 | 10
Clc1ccccc1OCCCCn1ccnc1 | -2% | 1% | 1% | 1% | -0.1% | 5% | -7% | 4% | 0% | 0 | -7
CCCn1c(N)c(N(CCOC)C(=O)c2ccccc2)c(=O)[nH]c1=O | 0% | 9% | 0% | -4% | -0.5% | 10% | 0% | 6% | 5% | 0 | 8
O=C(c1cccc(S(=O)(=O)N2CCCCC2)c1)N1CCN(Cc2ccccc2)CC1 | nt | nt | -1% | 7% | -0.2% | nt | 0% | -12% | 4% | nt | -14
Cc1ccc2c(c1)C(=O)N1[C@H]3c4cc(Cl)ccc4OC[C@@H]3[C@H](c3ccccc3)[C@]1(C)C(=O)N2 | nt | nt | ? | 4% | ? | nt | 2% | -3% | -23% | nt | 12
CCOC(=O)CSc1nnc(-c2ccc(NS(=O)(=O)c3ccc(C)cc3)cc2)o1 | -3% | -3% | ? | -16% | -0.2% | 20% | 1% | 11% | -11% | 1 | -29
COc1ccc(/C=N/Nc2cc(C)nc(N)n2)cc1 | -5% | 0% | -5% | 7% | -0.7% | -6% | -4% | 1% | -3% | -3 | -23
COc1ccccc1OC(=O)c1cc(Cl)nc2ccccc12 | 3% | 0% | ? | -8% | 0.1% | 6% | -1% | 0% | -10% | -4 | -1
Cc1cc(OC(=O)c2ccc(S(=O)(=O)N3CCOCC3)cc2)c([N+](=O)[O-])c(=O)[nH]1 | -21% | -1% | 3% | 1% | -0.1% | -16% | -4% | -16% | 0% | 0 | 5
